EWS-Fli block = inhibitors of EWS/Fli oncoprotein transcriptional activity; hit rate 0.67% among 350,000; inhibition, % at 12.6 µM; A673 NR0B1-luciferase reporter, viability-normalised;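 active means mean inhibition of at least 50% after viability correction, with every replicate also passing that limit; inconclusive means mean reaches 50% but only one of two replicates passes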;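 further: firefly luciferase signal divided by Alamar Blue viability fluorescence both relative to DMSO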
DENV2 CPE rescue = inhibitors of DENV2 cytopathic effect; AID 651640; DENV2-infected cells, cytopathic effect rescue, plate reader; hit rate 1.7% among 350,000; CPE inhibition, % at 9.99 µM; in the data active means CPE inhibition above about 20%, passing the limit was not always enough; inconclusive means no clear call, values can overlap the other calls; tested in BHK-21 cells;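 further: 0% = median of neutral control wells and 100% = median of positive control wells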
PAX8 reporter = PAX8 transcriptional activity inhibition; AID 652154; RMG-I TPO-luciferase reporter, SteadyGlo, 24 h; inhibition, % at 12.6 µM; hit rate 1.2% among 360,000;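 active means mean replicate inhibition at least 60% with every replicate also reaching 60%; inconclusive means only one of the two criteria is met; inactive means mean below 60% and not all replicates reaching 60%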;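 further: luciferase light reporting Pax8 driven TPO promoter activity; plate controls were median of neutral control wells for no effect and mitoxantrone controls for full effect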
SIRT5 inh = sirtuin-5 (human) deacylase inhibition; Q9NXA8; Purified SirT5, succinyl-peptide AMC, trypsin-coupled fluorescence; inhibition, % at 15 µM; hit rate 1.1% among 330,000; AID 652115; in the data active means inhibition above about 15%; inconclusive means no clear call, values can overlap the other calls
Target sequence (Q9NXA8 whole entry, looked up): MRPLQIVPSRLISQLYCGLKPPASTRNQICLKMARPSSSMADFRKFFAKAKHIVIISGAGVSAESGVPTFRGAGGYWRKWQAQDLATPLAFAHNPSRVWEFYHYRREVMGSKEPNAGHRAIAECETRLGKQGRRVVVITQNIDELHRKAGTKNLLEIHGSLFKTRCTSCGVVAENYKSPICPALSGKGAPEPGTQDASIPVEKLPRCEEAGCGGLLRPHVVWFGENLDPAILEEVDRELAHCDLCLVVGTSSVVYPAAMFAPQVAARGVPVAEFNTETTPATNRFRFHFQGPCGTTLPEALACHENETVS
ARNT-TACC3 inh = disrupts binding between human ARNT and TACC3. AlphaScreen His-ARNT PAS-B/GST-TACC3 binding, luminescence; TACC3 fragment carries E629A point mutation. inhibition, % at 9.99 µM. hit rate 0.66% among 390,000. AID 623870;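 active means mean inhibition of replicates at least 50% and at least half of replicates each reaching 50%; inconclusive means half or more replicates reach 50% but mean below 50%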;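 further: 0% = complete ARNT plus TACC3 wells and 100% = ARNT alone without TACC3; many hits fall short of the cut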
Casp6 inh = caspase-6 (human) enzyme inhibition. inhibition, % at 12.5 µM. P55212. hit rate 0.53% among 350,000. purified caspase-6, Z-VEID-R110 cleavage fluorescence;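 active means mean inhibition across replicates at least about 35%, with every replicate also reaching that limit, limit read from the data; inconclusive means only one of the two criteria met; inactive means neither criterion met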;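 further: 0% = median of neutral control wells and 100% = no fluorescence left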
Target sequence (P55212 24-179 limits assumed): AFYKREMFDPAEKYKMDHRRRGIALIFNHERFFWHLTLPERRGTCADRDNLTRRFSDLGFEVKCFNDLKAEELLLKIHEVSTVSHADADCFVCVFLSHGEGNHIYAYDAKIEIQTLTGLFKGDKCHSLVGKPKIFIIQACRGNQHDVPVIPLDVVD
Target sequence (P55212 194-293 limits assumed): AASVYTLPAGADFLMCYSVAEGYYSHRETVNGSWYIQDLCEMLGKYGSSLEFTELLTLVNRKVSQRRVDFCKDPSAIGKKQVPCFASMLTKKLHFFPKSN
LGR2 inh = inhibitors of bursicon-induced Drosophila LGR2 receptor cAMP signaling. HEK293 LGR2, CRE-luciferase, bursicon-stimulated, 4 h. inhibition, % at 9.99 µM. hit rate 0.35% among 380,000;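 active means drop in luminescence signal, shown as inhibition above about 50% in the replicate tests, limit read from the data, passing the limit was not always enough; inconclusive means probably only some replicates passing the limit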;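 further: agonist challenge used bursicon conditioned medium at about half maximal strength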
Numbers without * were called inactive; ? = inconclusive; . = not tested or not shown; & = joins results of further samples.

no.	compound	EWS-Fli block	DENV2 CPE rescue	PAX8 reporter	SIRT5 inh
1	CNC[C@@H]1Oc2ccc(NC(=O)NC3CCCCC3)cc2C(=O)N([C@H](C)CO)C[C@H]1C	2	-5	10	-2
2	COC(=O)C[C@@H]1C[C@@H]2c3cc(NC(=O)c4cccnc4)ccc3O[C@@H]2[C@H](CO)O1	-3	-1	15	1
3	O=C(Cc1ccc(F)cc1)Nc1ccc2[nH]ncc2c1	-5	3	-11	6
4	C=CCCC(=O)N1C[C@H]2CON(C)[C@H]2C[C@H]1c1cccc(Oc2ccccc2)c1	-3	-6	7	-8
5	Cc1ccc(S(=O)(=O)N(C)C[C@H]2Oc3c(NC(=O)Nc4cccc5ccccc45)cccc3C(=O)N([C@@H](C)CO)C[C@@H]2C)cc1	3&20	-4&-9	103*	4&4
6	O=C(/C=C/c1ccccc1)Nc1cc(C(=O)O)cc(C(=O)O)c1	3	-1	-13	0
7	CC1=NN(c2nc(-c3ccc(C)cc3)cs2)C(=O)C1N=Nc1cccc(C)c1 (stereo not given)	-25	-9	49	1
8	O=C(C1CCOCC1)N1[C@@H](CO)[C@@H](c2ccccc2)C12CN(CCC(F)(F)F)C2	4	-7	.	-1
9	C/C(=N\NC(=O)C(O)(c1ccccc1)c1ccccc1)c1ccc(NC(=O)CCCC(=O)O)cc1	-15	0	.	2
10	OCC[C@@H]1C[C@@H](O)[C@H](O)[C@@]2(CCCO2)O1	-8	10	-8	0

no.	ARNT-TACC3 inh	Casp6 inh	LGR2 inh
1	14	-3	-16
2	-6	-3	-13
3	-7	-4	3
4	.	-1	5
5	-5&0	-3&6	6&11
6	-5	1	.
7	11	-1	-64
8	.	0	29
9	-3	0	2
10	-2	0	11

Next results
no.	compound	EWS-Fli block	DENV2 CPE rescue	PAX8 reporter	SIRT5 inh
11	COCCCNC(=O)[C@@]1(CCS(=O)(=O)c2ccccc2)N=C(c2ccc(OCCCO)cc2)O[C@H]1c1ccccc1	-4	11	.	-1
12	CCCNC(=O)Nc1ccc2c(c1)C(=O)N(C)[C@@H]1CC[C@H](CC(=O)NC)O[C@H]1CO2	-5	-3	-7	.
13	COC(=O)c1ccccc1OC(=O)c1cccnc1	1	-3	.	-4
14	Cc1ccccc1-c1ccccc1[C@@H]1[C@H](C#N)N(C(=O)c2ccccc2)[C@H]1CO	0	3	.	0
15	CCc1ccc(NC(=O)CC2NCCNC2=O)cc1 (stereo not given)	-7	0	.	-6
16	CC(=O)Nc1ccc2c(c1)C(=O)N(C)[C@@H]1CC[C@H](CC(=O)NCc3ccccc3Cl)O[C@@H]1CO2	-4	-6	1	-6
17	Cc1cccc(-c2ccc(C3[C@@H]4CN(C(=O)c5ccncc5)C[C@H]3N4)cc2)c1 (stereo not given in full)	-32&-3	7&17	-7&-2	.
18	C[C@@H]1CN([C@@H](C)CO)S(=O)(=O)c2ccc(-c3ccccc3)cc2O[C@@H]1CN(C)C(=O)c1ccc2c(c1)OCO2	6	1	-4	16*
19	CCCCCCSc1nsc(NC(=O)CC(C)C)n1	-24	3	-77	0
20	C[C@H](CO)N1C[C@H](C)[C@H](CN(C)S(=O)(=O)c2ccc(F)cc2)Oc2ccc(NS(=O)(=O)c3cccs3)cc2CC1=O	-5	-2	-6	-1

no.	ARNT-TACC3 inh	Casp6 inh	LGR2 inh
11	0	-4	.
12	-1	.	5
13	-8	-5	-10
14	.	4	5
15	0	-2	-9
16	-32	-1	4
17	.	.	4&-26
18	-6	-2	14
19	.	0	-62
20	-7	-1	-11

Later entries
no.	compound	EWS-Fli block	DENV2 CPE rescue	PAX8 reporter	SIRT5 inh
21	C[C@@H]1CN([C@H](C)CO)C(=O)c2cc(NC(=O)Nc3cccc4ccccc34)ccc2O[C@@H]1CN(C)Cc1ccccc1	1	12	7	0
22	COc1ccc(NC(=O)C2CCCN(S(=O)(=O)c3ccc4c(c3)CC(C)N4C(C)=O)C2)cc1 (stereo not given)	.	-2	13	0
23	CN(C)C=Nc1ccc2nc3c(cc2c1)[nH]c1ccccc13	-109	10	-92	-21
24	Cc1cccc(N2CCN(C(=O)CCC(=O)N3CCOc4ccc(Cl)cc43)CC2C)c1 (stereo not given)	13	-7	-2	-11
25	O=C(N[C@H]1CC[C@H](CCNS(=O)(=O)c2ccccc2)O[C@@H]1CO)c1cccnc1	-2	-5	-3	-2
26	Cc1ccc2c(CN3CCN(Cc4ccccc4)CC3)cc(=O)oc2c1	3	12	-1	0
27	COC(=O)c1c(NC(=S)NN2CCOCC2)sc2c1CCCC2	-30	-1	-10	1
28	CN(C[C@H]1[C@@H](c2ccccc2)[C@@H](CO)N1C(=O)C1CCC1)C(=O)c1ccncc1	.	2	.	-3
29	CCCCCOC(=O)Cn1c(=O)oc2ccccc21	-5	11	4	-5
30	CCOc1cc(/C=N/NC(=O)c2cccnc2)ccc1O	10	2	0	2

no.	ARNT-TACC3 inh	Casp6 inh	LGR2 inh
21	15	-1	17
22	7	0	3
23	9	-80	-80
24	10	-1	22
25	2	-5	16
26	-5	2	1
27	-2	-2	-16
28	.	3	-4
29	7	1	.
30	8	1	16

Among those listed so far, 2 contain a COOH group:
no.	compound	EWS-Fli block	DENV2 CPE rescue	PAX8 reporter	SIRT5 inh
6	O=C(/C=C/c1ccccc1)Nc1cc(C(=O)O)cc(C(=O)O)c1	3	-1	-13	0
9	C/C(=N\NC(=O)C(O)(c1ccccc1)c1ccccc1)c1ccc(NC(=O)CCCC(=O)O)cc1	-15	0	.	2

no.	ARNT-TACC3 inh	Casp6 inh	LGR2 inh
6	-5	1	.
9	-3	0	2

(further entries)
no.	compound	EWS-Fli block	DENV2 CPE rescue	PAX8 reporter	SIRT5 inh
31	COc1cccc(-n2nc3c(=O)n(Cc4ccccc4Cl)nc(C)c3c2C)c1	-7	?	28	-3
32	COCCN(CC1CCCN(C2Cc3ccccc3C2)C1)C(=O)CCC(F)(F)F (stereo not given)	6	10	5	-1
33	O=C(CNC(=O)c1ccc(F)cc1)c1ccccc1	-54	-1	-98	-14
34	Cc1ccccc1-c1cnc(C(O)c2cccc(C)c2C)[nH]1 (stereo not given)	-2	21*	-4	-1
35	Cn1c(/C(C#N)=C(\O)c2ccc(Br)s2)nc2ccccc21	.	-2	16	-4
36	CCOC(=O)C1=C(C)N(CCC(=O)O)C(=O)NC1c1ccccc1Cl (stereo not given)	-3	-14	5	0
37	CC/C(Cc1ccccc1)=N/NC(=O)CCn1nnc2ccccc21	-1	?	16	-2
38	C[C@H]1CN([C@@H](C)CO)S(=O)(=O)c2ccc(C3=CCCCC3)cc2O[C@@H]1CN(C)C(=O)CN(C)C	0	8	.	6
39	O=C(CSc1cccc2cccnc12)N/N=C/c1cccc(O)c1	-4	12	1	-8
40	O=C(C[C@@H]1CC[C@H]2[C@@H](COC[C@@H](O)CN2C(=O)Nc2ccc(F)cc2)O1)NC1Cc2ccccc2C1	-10	-2	-10	-4

no.	ARNT-TACC3 inh	Casp6 inh	LGR2 inh
31	-6	-3	3
32	-16	-1	-3
33	-5	-2	-30
34	.	2	-10
35	-1	-2	4
36	-1	2	-1
37	4	1	4
38	-11	1	10
39	27	1	.
40	13	0	-1

Along the list, quoted from above.
Casp6 inh, entries 32 to 36 → -1, -2, 2, -2, 2
EWS-Fli block, entries 32 to 36 → 6, -54, -2, ., -3
LGR2 inh, entries 32 to 36 → -3, -30, -10, 4, -1

(continued)
no.	compound	EWS-Fli block	DENV2 CPE rescue	PAX8 reporter	SIRT5 inh
41	COCCNC(=O)CCN1N=C(c2ccccc2)CCC1=O	2	-6	-16	-4
42	COc1ccc(C(=O)NC(=S)Nc2nc(-c3ccc(OC)c(Br)c3)cs2)cc1Br	.	3	-23	-3
43	N#Cc1ccc(OS(=O)(=O)c2ccc(-c3ccon3)s2)cc1	-7	6	-3	-7
44	CC(=O)Nc1ccc(SCc2ncc(-c3ccccc3)o2)cc1	-67	1	-230	-2
45	COc1ccc(S(=O)(=O)Cc2ccc(C(=O)N3CC(C)CC(C)C3)o2)cc1 (stereo not given)	-1	7	-8	-2
46	C[C@H](CO)N1C[C@H](C)[C@H](CN(C)Cc2ccncc2)Oc2c(NC(=O)c3cnccn3)cccc2C1=O	-5	11	2	-2
47	CC(=O)Nc1ccccc1OCC(=O)NCC(F)(F)F	1	-8	12	-2
48	COc1ccc(NC(=O)Nc2ccc3c(c2)C(=O)N(C)C[C@H](OC)[C@H](C)CN[C@@H](C)CO3)cc1	-7	.	-9	.
49	C/C=C/c1ccc(OCC(=O)Nc2ccc(C(N)=O)cc2)c(OC)c1	-2	6	26	-5
50	CC(C)Cc1ccc(C(C)C(=O)Nc2cccnc2)cc1 (stereo not given)	13	-3	13	-1

no.	ARNT-TACC3 inh	Casp6 inh	LGR2 inh
41	-4	-1	-2
42	-4	-2	20
43	-1	8	6
44	-4	0	-67
45	.	1	11
46	3	1	-10
47	-2	15	.
48	.	.	-10
49	0	0	.
50	-13	13	7

The list continues.
no.	compound	EWS-Fli block	DENV2 CPE rescue	PAX8 reporter	SIRT5 inh
51	COc1cc(C(C)=O)ccc1OCC(O)CN(CCO)Cc1ccccc1 (stereo not given)	-2	3	-2	.
52	Cc1cccc(S(=O)(=O)N2CC[C@@H]3[C@H]2c2cc(C#Cc4cccnc4)ccc2N[C@@H]3CO)c1	-8	-11	-11	.
53	CCOc1cccc(CN2CCCC(CCC(=O)NCc3ccccc3F)C2)c1O (stereo not given)	4	3	12	2
54	O=C(NCc1ccccc1)N1CCOc2ccccc21	5	10	8	-1
55	CCCc1cc(C(=O)N2CCCC(N3CCN(c4ccccc4F)CC3)C2)n(C)n1 (stereo not given)	.	2	21	4
56	Nc1ccc(-c2ccc(N)c(C(=O)O)c2)cc1C(=O)O	3	13	-1	10
57	COc1ccc(OC)c(S(=O)(=O)NCC(c2ccco2)N2CCc3ccccc3C2)c1 (stereo not given)	8	-5	7	2
58	CCCNC(=O)C[C@@H]1C[C@@H]2c3cc(NC(=O)Cc4ccncc4)ccc3O[C@@H]2[C@H](CO)O1	2	3	-9	.
59	O=C(O)c1cc(NC(=O)c2cccc(C(=O)Nc3cc(C(=O)O)cc(C(=O)O)c3)c2)cc(C(=O)O)c1	-13	-4	-2	0
60	C[C@H]1CN([C@@H](C)CO)C(=O)Cc2cc(NC(=O)Nc3ccc4c(c3)OCO4)ccc2O[C@H]1CN(C)C(=O)Nc1cccc2ccccc12	0	-3	-1	4

no.	ARNT-TACC3 inh	Casp6 inh	LGR2 inh
51	-5	3	8
52	-2	.	3
53	-15	5	-9
54	-7	-2	-9
55	-6	1	14
56	3	12	-2
57	2	2	-8
58	0	.	6
59	-8	-1	-3
60	.	-1	2

(list continues)
no.	compound	EWS-Fli block	DENV2 CPE rescue	PAX8 reporter	SIRT5 inh
61	O=C(Nc1ccnn1C1CCN(Cc2ccc(CO)o2)CC1)c1ccccc1Cl	7	-5	3	0
62	Cc1ccc(OCCCCNC(C)c2ccccc2)c(C)c1 (stereo not given)	21	29*	10	-1
63	Cc1cccn2c(=O)nc(SCC(=O)NCc3ccccc3)nc12	-7	8	-10	-1
64	O=C(/C=C/c1c(F)cccc1Cl)N1CCOCC1	-30	0	-79	-1
65	COc1ccccc1NC(=O)N1CC[C@@H]2[C@H]1c1cc(-c3ccc(F)cc3)ccc1N(C)[C@H]2CO	5	2	42	2
66	Cc1cccc(NC(=O)C2CCC(CNC(=O)[C@@H]3Cc4ccccc4CN3)CC2)c1 (stereo not given in full)	.	-2	10	-5
67	Cc1cccc(C(=O)Nc2ccc(C(=O)N/N=C/c3ccc4c(c3)OCO4)cc2)c1	1	-8	4	-1
68	C[C@@H]1CN([C@@H](C)CO)C(=O)c2cccc(NS(=O)(=O)c3ccc(F)cc3)c2O[C@H]1CN(C)S(=O)(=O)c1ccc(F)cc1	-5	3	-47	-2

no.	ARNT-TACC3 inh	Casp6 inh	LGR2 inh
61	.	3	3
62	4	-1	-25
63	-4	-1	-3
64	-7	1	-27
65	26	-1	-9
66	-9	1	-20
67	-21	4	10
68	-1	-2	6

A few values from the entries so far:
Result for cpd 64 in LGR2 inh: -27
Result for cpd 66 in PAX8 reporter: 10
Result for cpd 62 in LGR2 inh: -25
Result for cpd 68 in ARNT-TACC3 inh: -1
Result for cpd 63 in DENV2 CPE rescue: 8

Bioassay records as filed in PubChem BioAssay.
